# Mcl1 Noxa PPI: Mcl-1/Noxa binding inhibitors, primary screen, biochemical, TR-FRET, 1536-well; Induced myeloid leukemia cell differentiation protein Mcl-1 (Homo sapiens), Q07820; TR-FRET Mcl-1/Noxa peptide binding, 2 h; inhibition, % at 21.7 µM; 220,000 compounds, 1.5% hits; AID 1022, 2008;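 active means compounds that cut the protein-peptide binding signal by more than 50% relative to plate controls in a single-dose test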;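 further: His-tagged Mcl-1 with rhodamine Noxa BH3 peptide and terbium anti-His antibody; 0% = Mcl-1 plus Noxa peptide wells and 100% = peptide-only wells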
# Target sequence (Q07820 whole entry, looked up): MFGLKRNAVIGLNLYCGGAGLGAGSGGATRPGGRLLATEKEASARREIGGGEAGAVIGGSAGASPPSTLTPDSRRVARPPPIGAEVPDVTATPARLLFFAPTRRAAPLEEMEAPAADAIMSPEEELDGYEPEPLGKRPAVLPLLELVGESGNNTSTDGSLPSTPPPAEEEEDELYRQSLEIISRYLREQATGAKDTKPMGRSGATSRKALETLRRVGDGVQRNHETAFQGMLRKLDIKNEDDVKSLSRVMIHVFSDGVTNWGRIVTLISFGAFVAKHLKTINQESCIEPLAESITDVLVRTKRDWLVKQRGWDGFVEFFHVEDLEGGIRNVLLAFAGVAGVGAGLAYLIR
# Cdc42 wt GTP: modulators of GTP binding to wildtype Cdc42, primary screen, biochemical, multiplex bead flow cytometry, Bodipy-GTP. Cell division control protein 42 homolog (Homo sapiens), P60953. GST-Cdc42 beads; actives lie on both sides. percent activity (GTP binding), % at 10 µM. 190,000 compounds, 0.2% hits. AID 761, 2007;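 active means percent activity GTP binding at least 20 points away from the 100% baseline, either down as inhibitor or up as activator; inconclusive means compound flagged as likely green fluorescent from well-wide comparison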;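 further: median bead fluorescence of bound Bodipy-FL-GTP at 100 nM; 0% = excess unlabeled GTP control and 100% = no compound control; below 100% means less GTP binding so inhibitor and above means activator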
# Target sequence (P60953 whole entry, looked up): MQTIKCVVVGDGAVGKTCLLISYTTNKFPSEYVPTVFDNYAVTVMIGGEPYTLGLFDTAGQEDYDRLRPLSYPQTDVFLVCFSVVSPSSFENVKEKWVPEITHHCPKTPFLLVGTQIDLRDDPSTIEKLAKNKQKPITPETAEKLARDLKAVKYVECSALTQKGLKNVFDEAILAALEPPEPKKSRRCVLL
# Rac1 wt modul: wildtype Rac1 GTP binding modulators, primary screen, biochemical, GST-Rac1 beads, flow cytometry, multiplex; Ras-related C3 botulinum toxin substrate 1 (Homo sapiens), P63000; fluorescent GTP binding; actives lie on both sides; 0 = cold GTP competed, 100 = untreated; GTP binding activity (% of control), % at 10 µM; 190,000 compounds, 0.27% hits;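 active means GTP binding activity at least 20 points away from the 100% control level, either lower or higher; inconclusive means compound flagged as likely green fluorescent, judged across all proteins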
# HRas wt GTP: modulators of GTP binding to HRas wildtype, primary screen, biochemical, bead-based flow cytometry, multiplex; GTPase HRas (Homo sapiens), P01112; GST-Ras wt beads, Bodipy-FL-GTP binding; actives lie on both sides; GTP binding activity, % at 10 µM; 190,000 compounds, 0.14% hits; AID 759, 2007;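 active means GTP binding activity at least 20% away from the 100% baseline, either lowered as inhibitor or raised as activator; inconclusive means flagged as likely green fluorescent, judged across all proteins in the well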;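 further: 0% = unlabeled GTP competition control and 100% = no-compound control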
# Target sequence (P01112 whole entry, looked up): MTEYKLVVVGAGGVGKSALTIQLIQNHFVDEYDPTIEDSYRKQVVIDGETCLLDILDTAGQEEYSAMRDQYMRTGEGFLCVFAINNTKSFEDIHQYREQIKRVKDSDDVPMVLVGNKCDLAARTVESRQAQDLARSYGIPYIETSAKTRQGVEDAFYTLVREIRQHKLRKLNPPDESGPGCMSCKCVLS
# Pf gametocyte: late stage P. falciparum gametocyte viability inhibitors, primary screen, ATP luminescence, HTS; AID 743093, 2013; 150,000 compounds, 0.065% hits; P. falciparum stage V gametocytes, 24 h; inhibition, % at 10.9 µM;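 active means inhibition above the mean plus 3 SD of compounds within the control limits, set per campaign, cut at about 38% in these data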;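 further: 0% = DMSO wells and 100% = medium only without gametocytes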
# Rac1 mut GTP: GTP binding modulators of activated mutant Rac1, primary screen, biochemical, bead-based flow cytometry, multiplex, fluorescent GTP; 190,000 compounds, 0.11% hits; GST-Rac1 activated beads; actives lie on both sides; 100% means binding = to untreated wells; percent activity (GTP binding), % at 10 µM; Ras-related C3 botulinum toxin substrate 1 (Homo sapiens), P63000;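 active means GTP binding at least 20 percentage points away from the 100% baseline, in either direction, so actives lie on both sides; inconclusive means Compound likely fluorescent itself, or too few beads counted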
# Rab2A wt mod: modulators of GTP binding to Rab2A wildtype, primary screen, biochemical, dog, bead-based flow cytometry, multiplex. Ras-related protein Rab-2A (Canis lupus familiaris), P61105. GST-Rab2 wt beads, Bodipy-GTP binding. GTP binding activity, % at 10 µM. 190,000 compounds, 0.19% hits. AID 760, 2007;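 active means GTP binding activity at least 20 points away from 100%, either lowered or raised; inconclusive means signal likely due to the compound's own green fluorescence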;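 further: 0% = beads with excess unlabeled GTP and 100% = no-compound control corrected for plate trend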
# Avidin bead fluor: green autofluorescence of compounds with avidin beads – biophysical, 488/530 nm, flow cytometry, artefact control, profiling panel; compound fluorescence 488/530 nm; stronger effect = higher value; fluorescence (KMESF) at 10 µM; 220,000 compounds, 0.38% hits; AID 1775, 2009; in the data active means fluorescence above about 47; further: inactives centre near 10
# Rab7 wt GTP bind: modulators of GTP binding to Rab7, primary screen, biochemical, wildtype, multiplex bead flow cytometry | Rab7 GTPase wild type (dog), Bodipy-FL-GTP binding | 190,000 compounds, 0.055% hits | GTP binding activity (percent of control), % at 10 µM | GST-Rab7 beads, fluorescent GTP binding; actives lie on both sides; untreated = 100%, excess cold GTP = 0% | AID 758, 2007;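 active means fluorescent GTP binding to Rab7 beads changed by at least 20 points from the 100% baseline, either direction, mostly lower; inconclusive means compound itself probably fluorescent, or too few beads counted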;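 further: median green fluorescence of bound Bodipy-FL-GTP per Rab7 bead population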
# Mcl1 Bid PPI: Mcl-1/Bid binding inhibitors, primary screen, biochemical, TR-FRET, 1536-well | inhibition, % at 21.7 µM | AID 1021, 2008 | 220,000 compounds, 0.97% hits | Induced myeloid leukemia cell differentiation protein Mcl-1 (Homo sapiens), Q07820 | TR-FRET Mcl-1/Bid-Dy647 peptide binding;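 active means compounds that cut the binding signal by more than half at the single screening dose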;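 further: His-tagged Mcl-1 with europium anti-His antibody binding Bid BH3 peptide; 0% = Mcl-1 plus peptide wells and 100% = peptide-only wells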
# Bim-Mcl-1: inhibitors of Bim peptide binding to Mcl-1, primary screen, biochemical, bead-based flow cytometry, multiplex. inhibition, % at 10 µM. AID 1009, 2008. 190,000 compounds, 0.1% hits. Bim peptide-Mcl-1 binding; in the data active means inhibition above about 40%;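 further: 0% = no compound tracer wells and 100% = peptide blocker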
# Numbers without * were called inactive; u = inconclusive; x = not tested or not shown.
SMILES,Mcl1 Noxa PPI,Cdc42 wt GTP,Rac1 wt modul,HRas wt GTP,Pf gametocyte,Rac1 mut GTP,Rab2A wt mod,Avidin bead fluor,Rab7 wt GTP bind,Mcl1 Bid PPI,Bim-Mcl-1
Cc1cccc(OCC(=O)O/N=C(\N)c2ccc(Cl)cc2)c1,7,101,101,95,x,98,94,21,98,-9,1
COc1ccc(OCC(=O)NC(=S)NNC(=O)COc2ccc(Br)cc2Cl)cc1,-19,88,87,89,-26,84,86,11,89,-78,-2
CSc1nnc(C)c(=O)[nH]1,4,97,102,100,x,100,99,23,103,-9,32
CN(CCCC1CCCC1)C(=O)CCc1nnc(-c2ccccc2)o1,9,93,94,95,1,94,97,11,100,2,-2
CCCCNC(=S)NNC(=O)CCn1cc(C)cn1,-8,100,106,100,x,99,96,4,101,-97,-5
Cc1ccc([N+](=O)[O-])cc1NC(=O)Cc1ccc(F)cc1,-1,96,91,95,-12,95,96,x,93,18,-3
COc1cccc(NC(=O)CN(c2cccc(F)c2)S(C)(=O)=O)c1,-1,97,98,101,4,91,98,14,99,-27,-1
COCCn1c(SCc2cnc(-c3ccccc3)s2)nnc1-c1ccncc1,14,104,103,103,-14,101,102,13,102,-28,3
Cc1nn(Cc2c(F)c(F)c(F)c(F)c2F)c(C)c1NC(=O)c1ccc(COc2ccccc2Cl)o1,11,97,99,99,4,99,97,6,96,9,3
C/C(=N\NS(=O)(=O)c1ccc(C)cc1)c1ccc(C)o1,12,98,100,99,x,96,96,6,105,-40,0
COC(=O)c1ccccc1NC(=O)CN1CCCCC1,1,101,101,93,-6,93,92,10,94,-10,-4
COc1ccc(-c2ccc(SCC(=O)Nc3cccc(C(C)=O)c3)nn2)cc1OC,18,96,92,92,7,93,93,10,100,-18,1
COc1ccc(C2CC(c3ccccc3)Nc3nc(NC(=O)c4ccco4)nn32)cc1 (configuration not stated),-7,96,94,94,x,92,96,21,93,-14,-3
COc1cccc2c1OC1(C)CC2N(C(=O)c2ccco2)C(=S)N1c1ccc(F)cc1 (configuration not stated),18,104,105,100,x,97,99,13,99,-12,-5
Cc1cccc(/C=N/NC(=O)C2CCCNC2=O)c1 (configuration not stated),11,96,97,98,x,96,97,5,91,-16,21
C/C(=N/Nc1nc(C)cc(-c2ccccc2)n1)c1ccco1,-8,104,104,101,x,99,101,10,103,-12,-3
O=C(c1cccnc1)N(Cc1ccccc1)c1ccccc1,13,103,103,103,x,100,104,4,102,4,-2
COC(=O)c1nc2n(n1)C(c1ccc(OC)c(OC)c1)C(C(=O)OC1CCCCC1)=C(C)N2 (configuration not stated),4,98,99,98,x,96,97,2,99,-68,5
O=C(CCN1C(=O)c2ccccc2C1=O)NC(=S)Nc1cccc(Cl)c1,12,100,107,102,26,98,102,8,101,10,0
O=C(NNC(=O)c1ccco1)c1ccccc1,2,97,102,102,24,99,102,18,104,-14,-2
O=c1cc(CSc2ccccc2)[nH]c(=S)[nH]1,-7,103,101,101,x,99,98,33,97,-87,-1
CN1CCN(C2=C(Cl)C(=O)N(CCc3ccccc3)C2=O)CC1,2,103,104,101,x,98,101,35,98,-20,0
O=C(NCc1ccccc1)c1ccc(S(=O)(=O)N2CCCc3ccccc32)cc1,-12,u,u,u,x,u,u,38,u,-14,-1
O=C(Nc1nc2c(s1)CCCC2)c1cccnc1,5,108,110,107,x,101,111,5,107,-1,-6
O=C(c1ccc(Cl)cc1)c1cnc(Nc2ccccc2Cl)s1,27,99,99,99,-14,97,96,4,98,6,0

# New compounds follow
SMILES,Mcl1 Noxa PPI,Cdc42 wt GTP,Rac1 wt modul,HRas wt GTP,Pf gametocyte,Rac1 mut GTP,Rab2A wt mod,Avidin bead fluor,Rab7 wt GTP bind,Mcl1 Bid PPI,Bim-Mcl-1
CCOC(=O)c1csc(NC(=O)COc2ccc(Cl)cc2Cl)n1,8,99,103,97,20,98,96,3,100,9,-2
COc1cccc(N2CCN(C(=O)/C=C/c3ccco3)CC2)c1,34,97,95,95,-5,96,95,9,98,-40,4
O=S(=O)(c1ccccc1)N1CCN(S(=O)(=O)c2ccccc2)C1,-3,104,103,102,7,101,101,36,100,8,-2
CCC(=O)NCc1ccc2[nH]c(C)cc2c1,18,98,97,98,x,96,100,30,103,-33,-1
NCCOc1ccc(C23CC4CC(CC(C4)C2)C3)cc1,19,100,98,99,-9,96,102,11,99,20,-1
CCn1c(SCC(=O)Nc2ccc(N3CCOCC3)cc2)nnc1-c1ccc(OC)cc1,-11,103,105,99,x,102,97,7,97,-68,0
CC1CN(Cc2cc(=O)n3ccsc3n2)CC(C)O1 (configuration not stated),21,101,100,101,-6,97,103,5,101,-43,-3
COc1cc(/C(C)=N/NC(=S)NC(C)C)cc(OC)c1OC,7,105,106,99,3,97,98,15,99,-30,-6
O=C(O)C1CCN(c2ncccn2)CC1,-4,109,108,110,x,103,113,39,111,4,-2
CCOC(=O)C1(Cc2ccccc2C(F)(F)F)CCN(C(C)CSC)CC1 (configuration not stated),9,99,93,96,6,94,97,10,102,-29,7
CCOC(=O)C1(CCOc2ccccc2)CCN(Cc2ccc(-n3cccn3)cc2)CC1,-2,96,98,98,-22,94,98,9,104,-5,-3
Cc1ccccc1C(=O)c1cccn1CC(=O)NCCC1=CCCCC1,-5,93,98,96,11,90,94,8,94,-15,1
O=C(CSc1ncccn1)n1c2c(c3ccccc31)CCCC2,19,98,96,94,-21,95,96,7,94,-11,15
Cc1ccc2nc(-c3ccc(NC(=O)CN4CCN(C(=O)c5ccco5)CC4)cc3)sc2c1,31,95,93,93,x,94,93,33,93,9,-2
Cc1ccccc1-c1nnnn1C1CCS(=O)(=O)C1 (configuration not stated),-6,99,102,101,x,97,100,9,107,-35,1
O=[N+]([O-])c1ccc2sc(SCc3nc4ccccn4c3Br)nc2c1,56*,99,97,98,x,93,97,16,95,-18,-1
CCOc1ccccc1CN1CCN(C2CCSCC2)CC1CCO (configuration not stated),19,97,102,98,14,99,98,12,103,-26,0
CCOC(=O)C(CCCCCOc1ccccc1[N+](=O)[O-])C(=O)OCC,15,101,103,102,x,100,99,14,102,-13,-2
O=C(c1cc(-c2ccccc2)n[nH]1)N1CCc2c([nH]c3ccccc23)C1c1ccccn1 (configuration not stated),13,93,98,98,-2,97,98,9,104,3,-5
Cc1ccc(-c2nn(Cc3ccccc3)cc2/C=C/C(=O)O)cc1,-6,100,98,96,x,99,100,13,97,-35,-3
COCCCNC(=S)Nc1ccc(C)cc1[N+](=O)[O-],-4,92,96,91,-12,91,92,9,95,-52,-2
O=S(=O)(NCCc1ccncc1)c1cc(Br)ccc1F,-9,99,97,96,x,96,98,15,94,-11,0
Cc1cc(C(C#N)c2ccccc2)n2ncnc2n1 (configuration not stated),20,98,97,99,x,103,101,19,101,-56,0
Cc1cc(C)nc(N=Nc2c(O)n(Cc3ccc(Cl)cc3)c3ccccc23)n1,6,102,103,101,x,101,99,1,103,-11,0
Cc1cc(C)c2cc(CN(CCO)C(=O)Nc3ccc(F)cc3)c(=O)[nH]c2c1,14,96,97,96,x,96,97,5,99,-7,-5

# (next part)
SMILES,Mcl1 Noxa PPI,Cdc42 wt GTP,Rac1 wt modul,HRas wt GTP,Pf gametocyte,Rac1 mut GTP,Rab2A wt mod,Avidin bead fluor,Rab7 wt GTP bind,Mcl1 Bid PPI,Bim-Mcl-1
COC(=O)c1cc[n+](CC(=O)c2ccccc2)cc1,2,101,104,100,x,98,100,9,98,-64,4
CN1CCN(/N=C/c2nc(-c3ccccc3Cl)n3ccccc23)CC1,22,101,99,98,x,99,100,20,98,-25,-4
Cc1ccnc(NC(=O)c2ccc3c(c2)C(=O)N(CC2CCCO2)C3=O)c1 (configuration not stated),-7,97,97,97,x,95,101,10,104,-26,2
CCN(CC)S(=O)(=O)c1ccc(-c2nnc(SCC(=O)N3c4ccccc4CC3C)n2CC)cc1 (configuration not stated),6,101,102,100,-19,100,99,13,97,-7,-3
Cc1ccc(NC2=C/C(=N/S(=O)(=O)c3cccs3)c3ccccc3C2=O)cc1C,-14,101,102,103,7,98,103,3,107,-26,0
O=C(c1ccccc1S(=O)(=O)NCC(O)COc1ccc([N+](=O)[O-])cc1)N1CCCCC1 (configuration not stated),-3,100,99,101,x,99,96,10,95,-8,0
CC(C)CC(=O)NCCCCc1ccccc1,-12,101,104,98,-7,100,99,16,102,-4,-5
CCS(=O)(=O)N1CCCC(C(=O)NCC2CCCO2)C1 (configuration not stated),9,u,u,u,x,u,u,12,u,-9,0
COc1cccc(NC(=O)CN(C)CC(=O)Nc2ccc(Br)cc2)c1,4,96,100,99,-30,96,99,20,102,-2,-3
O=[N+]([O-])c1ccc(N2CCSCC2)cc1,-4,94,96,92,-17,95,95,8,97,-34,-1
O=C(O)CCCCOn1ccnc1,18,95,99,95,-1,97,97,11,97,-22,-3
COc1ccccc1C1=NOC(COC(=O)c2ccc(Br)cc2)C1 (configuration not stated),4,99,100,99,-5,95,97,4,97,8,-7
Cc1ccc(CNc2ccc3c(c2)OCO3)c(C)c1,38,103,101,104,x,99,100,11,101,-61,3
O=C(Nc1ccccc1)N(CCN1CCOCC1)Cc1ccccc1F,21,102,103,103,x,98,101,9,102,-28,0
Cn1nc(C(=O)Nc2ccc(S(=O)(=O)N3CCCC3)cc2)ccc1=O,-4,97,100,99,x,97,101,11,100,-35,-1
Cc1cc(C(=O)COC(=O)c2ccc(Br)o2)c(C)n1Cc1ccco1,21,97,100,98,16,94,95,9,102,-18,0
Cc1cccc(-c2nc3cc(NC(=O)C4CCCO4)ccc3o2)c1 (configuration not stated),21,102,102,100,-7,103,101,17,100,5,-5
COC(=O)Cn1c(=O)c(=O)n(CC(=O)OC)c2ccccc21,-18,99,103,101,4,98,101,14,104,-15,-1
O=C(CCNc1n[nH]c(=O)[nH]c1=O)N/N=C/c1ccc(C(F)(F)F)cc1,15,93,93,95,3,95,95,5,96,-12,0
CC(=O)N(CC(=O)O)c1ccccc1C(=O)O,-5,106,107,104,18,102,101,8,103,-17,3

# Screening results from PubChem.
